Screening results (PubChem BioAssay)
N370S GC mod: inhibitors or activators of N370S glucocerebrosidase for Gaucher disease. 330,000 compounds, 0.092% hits. Potency, µM (doses to about 59.4 µM), without a hit: top-dose activity change, negative = inhibition, usual class: inhibitors. AID 2101. P04062. N370S GC spleen homogenate, 4MU-glucoside fluorescence;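 further: 0% = full enzyme activity and -100% = no enzyme basal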
KAT2A inh: blocks human GCN5L2 histone acetyltransferase; Q92830; GCN5L2 HAT assay, ThioGlo1 CoA-SH fluorescence; Potency, µM (series often up to 58.9 µM), inactives show at the highest dose activity change, negative = inhibition, usual class: inhibitors; 390,000 compounds, 0.21% hits; AID 504327
Target sequence (Q92830 whole entry, looked up): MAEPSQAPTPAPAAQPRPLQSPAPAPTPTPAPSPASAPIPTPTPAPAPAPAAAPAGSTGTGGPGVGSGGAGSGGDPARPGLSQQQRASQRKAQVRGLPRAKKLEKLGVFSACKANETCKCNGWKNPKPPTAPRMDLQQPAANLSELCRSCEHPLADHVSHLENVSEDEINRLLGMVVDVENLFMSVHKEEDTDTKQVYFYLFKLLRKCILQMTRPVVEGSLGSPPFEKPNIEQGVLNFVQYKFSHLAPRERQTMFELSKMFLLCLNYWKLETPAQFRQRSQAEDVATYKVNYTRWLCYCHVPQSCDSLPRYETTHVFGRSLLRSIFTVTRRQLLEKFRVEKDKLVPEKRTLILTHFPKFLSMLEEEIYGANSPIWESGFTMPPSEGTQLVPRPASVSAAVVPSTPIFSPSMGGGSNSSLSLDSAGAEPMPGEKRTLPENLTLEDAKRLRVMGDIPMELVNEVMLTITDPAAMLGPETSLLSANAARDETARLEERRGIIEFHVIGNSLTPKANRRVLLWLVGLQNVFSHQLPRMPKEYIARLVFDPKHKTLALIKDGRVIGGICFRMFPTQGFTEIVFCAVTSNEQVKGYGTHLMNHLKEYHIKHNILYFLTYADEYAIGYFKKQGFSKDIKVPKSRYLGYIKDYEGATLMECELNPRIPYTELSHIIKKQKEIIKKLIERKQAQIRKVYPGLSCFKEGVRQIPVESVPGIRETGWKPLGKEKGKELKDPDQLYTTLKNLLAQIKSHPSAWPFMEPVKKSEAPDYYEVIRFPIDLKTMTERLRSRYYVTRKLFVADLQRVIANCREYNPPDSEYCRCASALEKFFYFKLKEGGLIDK
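Free CoA generated was detected with ThioGlo1 (50uM) fluorescence at Ex340nm/Em540nm, read immediately and after 20 min at room temperature. Enzyme, 20 nM in HEPES pH 7.5 buffer, saw compounds 15 min before adding 75uM H3(1-25) peptide and 70uM acetyl-CoA.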
FEN1 inh: blocks human flap endonuclease 1; P39748; Potency, µM (doses to about 114 µM), for the others: top-dose activity change, negative = inhibition, most hits filed as inhibitors; AID 588795; 390,000 compounds, 0.35% hits; Recombinant FEN1 flap cleavage, fluorescence, 15 min; further: nearly all actives have a fitted effect of over 65% in size
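Read-out was taken twice, immediately and after 15 min, following addition of 50 nM substrate to 10 nM FEN1 that had sat with test compound for 15 min at room temperature. Curves came from a four-parameter Hill model.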
An asterisk follows results filed as active; ? = inconclusive; nt = not tested or not shown; & = joins results of further samples; [ ] = dose if it differs, or a comment. The call rests on the fitted dose curve; in most records, active means well fitted curve in the direction sought with a large enough effect; inconclusive means small, poorly fitted or top-dose-only effect, or another doubt; inactive means no such curve, though single readings can be large; an effect the other way counts as inactive or inconclusive. Unless noted, on the % scale 0 is the no-effect control and ±100 the full control effect; potency means the concentration at half of the fitted maximal effect. Only part of the results is shown; the hit share may differ from the screen's.

SMILES	N370S GC mod	KAT2A inh	FEN1 inh
Cc1ccc(C)c(OCC(=O)Nc2nc3ccc([N+](=O)[O-])cc3s2)c1	-3%	-3%	3%
Cc1noc(C)c1C(=O)N1CCc2ccccc21	-18%	-11%	6%
CCCCCCNS(=O)(=O)c1ccccc1Br	-3%&-1%	-5%	-21%&12%
O=C(Cc1cccs1)N1CCN(S(=O)(=O)c2ccc(Br)cc2)CC1	-3%	-7%	16%
CCCCC1(Cc2ccc(OC)c([N+](=O)[O-])c2)C(=O)N(c2ccccc2)N(c2ccccc2)C1=O	10%	-7%	-12%
COc1nccnc1NS(=O)(=O)c1ccc(NC(=O)c2cccc(C)c2)cc1	12%	-1%	-3%
COc1ccccc1Cc1nc2ccccc2nc1SCC(=O)NCc1ccc(C)cc1	nt	-9%	9%
O=C(NC(=O)N1CCN(c2ccccc2F)CC1)c1ccccc1	2%	0%	-4%
Cc1ccc2c(=O)cc(C(=O)Nc3c(C(=O)Nc4cccc(Cl)c4)oc4ccccc34)oc2c1	nt	-5%	-13%
O=C(N/N=C/c1ccc(O)c(O)c1)NC12CC3CC(CC(C3)C1)C2	22%	-4%	16%
COc1ccccc1O	-10%&-3%&-1%&5%	0%&1%	1%
COc1cccc(NC(=O)[C@H](CC(C)C)NC(=O)[C@@H]2Cc3ccccc3CN2)c1	-13%	-3%	16%
COc1cc(OC)c(OC)cc1CN1CCN(Cc2ccco2)CC1	2%	-3%	1%
CC1(C(=O)NCCCN2CCOCC2)Oc2cccnc2NC1=O (stereo not given)	5%	3%	6%
Cc1ccccc1-c1cncnc1NCc1cccnc1	2%	-29%	nt
Cc1nn(CC(=O)N2CC(=O)Nc3ccccc32)c(C)c1[N+](=O)[O-]	-1%	7%	2%
COc1cc(OC)c(C2SCCN2S(=O)(=O)c2ccc(F)cc2)cc1OC (stereo not given)	6%	-1%	-1%
O=C(c1cc([N+](=O)[O-])ccc1N1CCCCC1)N1CCc2ccccc21	8%	1%	0%
O=C(Nc1ccc(Cl)c(C(F)(F)F)c1)N1CCCC(O)C1 (stereo not given)	11%	0%	-9%
CN1c2ccc(Cl)cc2-c2nc(SCC(=O)Nc3cc(F)ccc3F)ncc2S1(=O)=O	nt	0%	-12%
CN(c1ccc(O)cc1)c1nc(-c2cccs2)cs1	-2%	0%	-4%
CC(=O)c1cc(C#N)c(SCc2ccc([N+](=O)[O-])cc2)nc1C	4%	1%	-4%
COc1ccc(C(=O)NC2CC2)cc1OC1CCN(C(C)CSC)CC1 (stereo not given)	-2%	-2%	4%
Cc1[nH]c2ccccc2c1C=NNC(=O)c1cc(-c2cccnc2)nc2ccccc12	nt	-6%	-32%
Cc1ccc(C2=Nc3ccccc3N=C(C(Cl)Cl)C2)cc1	7%	-11%	-13%
SMILES	N370S GC mod	KAT2A inh	FEN1 inh
O=C(CSc1nc2ccc(NC(=O)C3CCCCC3)cc2s1)NCC1CCCO1 (stereo not given)	-30%	0%	-2%
Cc1ccc(N=Cc2c(O)c3ccccc3oc2=O)cc1F	-1%	-2%	19%
C[C@@H](NC(=O)CN1C(=O)c2ccccc2S1(=O)=O)c1ccccc1	7%	-5%	-13%
Cc1ccc2nc(Cl)nc(-c3ccccc3)c2c1	11%	-11%	2%
COc1cccc(NC(=O)N2C3CCCC2CC(NC(=O)C(C)(C)C)C3)c1 (stereo not given)	-2%	-5%	-1%
COc1ccc(CNC(=O)COC(=O)c2ccc(Br)cc2)cc1	6%	-1%	16%
COC(=O)c1cc2occc2n1CC(=O)Nc1cc(OC)cc(OC)c1	-17%	-12%	18%
CCS(=O)(=O)N1Cc2ccccc2CC1C(=O)Nc1ccc(F)c(F)c1 (stereo not given)	-4%	1%	11%
O=C(NC1CCCC1)C(c1cccs1)N(CC1CCCO1)C(=O)Cc1cccs1 (stereo not given)	6%	-2%	-6%
Cc1nc2ccc([N+](=O)[O-])cc2c(=O)n1Cc1ccccc1Br	-8%	-1%	10%
CCCN(CC(=O)Nc1ccc(Cl)cc1Cl)C(=O)/C=C/c1ccco1	14%	12%	-22%
CCOc1cccc(=O)c2c(C)oc(C)c12	8%[12.8 µM]	2%	-8%
Cc1oc(-c2ccc(Cl)cc2)nc1CS(=O)CC(=O)NCCc1ccccc1 (stereo not given)	nt	-2%	-5%
O=C(CCN1C(=O)c2ccccc2C1=O)Nc1cccc(S(=O)(=O)N2CCCCC2)c1	1%	4%	4%
Cc1sc(-c2cc3c([nH]c2=O)CC(c2ccccc2)CC3=O)nc1-c1ccc(Cl)cc1 (stereo not given)	nt	-6%	-4%
CCOC(=O)N1CCN(c2c(N3CCN(c4ccccc4F)CC3)c(=O)c2=O)CC1	-3%	-8%	-14%
Nc1nnc(Sc2ccc(Cl)cc2[N+](=O)[O-])s1	7%	1%	-3%
C=CCn1c(SCCCC)nc(O)cc1=O	13%&3%	-2%&2%	7%&11%
CCOc1ccc(CNC(=O)C2=Cc3cc(Br)ccc3OC2)cc1OC	nt	-7%	-19%
COc1ccccc1C(=O)NCCNc1ccc([N+](=O)[O-])cc1Cl	-4%	-5%	14%
CN(CCc1ccccn1)C(=O)CCC1CCCN(C(=O)c2ccsc2)C1 (stereo not given)	8%	-1%	0%
C=C(C)C(=O)Nc1cccc(C2=NOC3(C2)C[C@H](C(N)=O)N(C(=O)/C=C/C)C3)c1 (stereo not given in full)	7%	-20%	9%
CCOc1cc(NC(=S)NCCCN2CCOCC2)c(OCC)cc1NC(=O)c1ccco1	-23%	-1%	-11%
CCOc1ccccc1N(CC(=O)N/N=C(\C)c1cccc(Br)c1)S(C)(=O)=O	2%	-2%	3%
Cc1ccsc1-c1cc(C(=O)O)c2c(ccc3ccccc32)n1	?	-29%	4%

Sorted by molecular weight (largest number first): part of the list above.
SMILES	N370S GC mod	KAT2A inh	FEN1 inh
O=C(Nc1ccc(Cl)c(C(F)(F)F)c1)N1CCCC(O)C1 (stereo not given)	11%	0%	-9%
Cc1ccc(C2=Nc3ccccc3N=C(C(Cl)Cl)C2)cc1	7%	-11%	-13%
COc1ccccc1O	-10%&-3%&-1%&5%	0%&1%	1%

The main list resumes, starting 5 compounds before the break.
SMILES	N370S GC mod	KAT2A inh	FEN1 inh
CN(CCc1ccccn1)C(=O)CCC1CCCN(C(=O)c2ccsc2)C1 (stereo not given)	8%	-1%	0%
C=C(C)C(=O)Nc1cccc(C2=NOC3(C2)C[C@H](C(N)=O)N(C(=O)/C=C/C)C3)c1 (stereo not given in full)	7%	-20%	9%
CCOc1cc(NC(=S)NCCCN2CCOCC2)c(OCC)cc1NC(=O)c1ccco1	-23%	-1%	-11%
CCOc1ccccc1N(CC(=O)N/N=C(\C)c1cccc(Br)c1)S(C)(=O)=O	2%	-2%	3%
Cc1ccsc1-c1cc(C(=O)O)c2c(ccc3ccccc32)n1	?	-29%	4%
COc1ccc(S(=O)(=O)N2CCCCC2)cc1NC(=O)CSc1ncnc2ccccc12	13%	0%	-5%
COc1cccc(NC(=O)Cn2c(=O)n(CCc3ccc(OC)c(OC)c3)c(=O)c3ccccc32)c1	nt	-8%	-15%
COc1ccc(CCNC(=O)CCNS(=O)(=O)c2cc(Br)cnc2N)cc1OC	-11%	0%	18%
Cc1nc(N)[nH]c(=O)c1CC(=O)OCCCl	-14%	2%	1%
Cc1nn(-c2ccc(F)cc2)c(C)c1NS(=O)(=O)c1ccc(Cl)cc1	0%	-6%	3%
CC(C)NC(=O)NC(=O)COC(=O)c1ccccc1O	-4%	-7%	1%
COc1cc(O)c(C(CC(=O)N2CCCCC2)c2ccc(N(C)C)cc2)c(OC)c1 (stereo not given)	6%&-2%	-8%	-25%&-5%
CCOc1cccc(N2C(=O)CC(N3CCN(c4nc5ccccc5s4)CC3)C2=O)c1 (stereo not given)	1%	-2%	-1%
CN(CC(=O)Nc1cccc(F)c1)C(=O)c1ccc(N2CCCCCC2)c([N+](=O)[O-])c1	-4%	-3%	-15%
Cc1ccc2oc(=O)cc(CN3CCCCC3)c2c1	-1%	-6%	-2%
O=C(Nc1cccn(Cc2c(Cl)cccc2Cl)c1=O)c1ccccc1Cl	10%	-6%	-15%
Cc1ccccc1Cn1nc(C)c(NC(=O)c2ccccc2)c1C	-8%	0%	-2%
Cc1ccccc1OCC(=O)Nc1ccc2nc(SCC(=O)N3CCCC3)sc2c1	nt	-16%	12%
c1ccc(-c2nc(-c3ccccn3)nc(-c3ccccn3)n2)nc1	3%	-9%	-6%
C[N+](C)(C)CCCCCNCC12CC3CC(CC(C3)C1)C2	16%	-22%[0.501 µM]	nt
CCn1c(CNc2ccc(C(=O)O)cc2)nc2ccccc21	4%	nt	-8%
Cc1nn(-c2ccccc2)c2c1C1(C(=O)N(C(C)C)c3ccccc31)C(C#N)=C(N)O2 (stereo not given)	2%	0%	-18%
CCCCc1nn2c(=O)cc(COC(=O)C(C)Oc3ccccc3)nc2s1 (stereo not given)	nt	-1%	5%
Cc1ccccc1C(=O)Oc1ccccc1N1C(=O)C2CC=CCC2C1=O (stereo not given)	1%	2%	2%
COc1cc(NC(=O)CCS(=O)(=O)c2nc(-c3cccs3)cc(C(F)(F)F)n2)cc(OC)c1OC	-4%	-7%	-3%
O=C(CN1C(=O)C2C3C=CC(C4CC34)C2C1=O)OCC(=O)c1ccccc1 (stereo not given)	6%	2%	4%
COCCN(CC(=O)Nc1cccc(C)c1C)C(=O)c1oc2c(Cl)cccc2c1C	nt	0%	0%
CCN(CC)C(=O)c1sc(NC(=O)Cc2ccc(OC)cc2)c(C#N)c1C	-5%	0%	-6%
CC(C)OC(=O)c1c2c(n3ccccc13)C(=O)c1ccccc1C2=O	21%	3%	?
CCc1noc(C)c1C(=O)Nc1cc(S(=O)(=O)N(CC)CC)ccc1N1CCOCC1	-1%	-2%	-7%
SMILES	N370S GC mod	KAT2A inh	FEN1 inh
NC(=O)c1c(NC(=O)CSc2nnc(-c3ccco3)n2-c2ccccc2)sc2c1CCC2	-3%	-28%	?
CN1CCN(S(=O)(=O)c2ccc(NC(=O)c3csc4ccccc34)cc2)CC1	-23%	-3%	-2%
CC(=O)Nc1ccccc1C(=O)N1CCN(Cc2ccc3c(c2)OCO3)CC1	-2%	-5%	17%
COC(=O)/C=c1/s/c(=C(\C#N)C(=O)NCc2ccco2)n(-c2ccccc2)c1=O	-5%	-1%	5%
COc1ccc(CCNC(=O)CNS(=O)(=O)c2ccc(N(C)C)c([N+](=O)[O-])c2)cc1OC	-4%	1%	18%
CC(=O)N1CCc2c(sc3c2c(=O)n(CCc2ccccc2)c(=O)n3Cc2ccc(Cl)cc2)C1	nt	-9%	6%
Cc1ccc(S(=O)Cc2nc(-c3ccc(C(=O)NC(C)c4ccccc4)cc3)oc2C)cc1 (stereo not given)	nt	2%	13%
Cc1ccc(-c2nn(-c3ccccc3)cc2CSC(=N)N)cc1	-12%	?	-14%
CCN1CCC(=NNC(=O)c2ccco2)CC1	3%	1%	-1%
O=[N+]([O-])c1cccc(/C=C/c2nc3ccc([N+](=O)[O-])cc3[nH]2)c1	-2%	-3%	10%
c1ccn(-c2ccc(N3CCOCC3)cc2)c1	8%	?	0%
c1nc(NC2CCNCC2)c2cc(-c3ccc4c(c3)OCO4)ccc2n1	-19%	-24%	nt
Cc1occc1C(=O)Nc1sc2c(c1C(N)=O)CCC(C(C)(C)C)C2 (stereo not given)	23%	-6%	-7%
O=C(Nc1ccc2oc(-c3ccncc3)nc2c1)c1ccc([N+](=O)[O-])o1	-2%	2%	7%
N#Cc1c(-c2ccccc2)nc(-c2cccnc2)[nH]c1=O	1%	1%	1%
CCc1ccccc1NC(=O)N1C2CCCC1CC(NC(C)=O)C2 (stereo not given)	2%	-5%	-1%
COc1ccc(NC(=O)CS(=O)c2ccccc2Cl)cc1 (stereo not given)	-3%	-2%	-1%
CCS(=O)(=O)N1CCN(C(=O)c2cccc(OC)c2)CC1	4%	-1%	-10%
CC(C(=O)NC1CCCc2ccccc21)N1CCN(c2ccc(F)cc2)CC1 (stereo not given)	-6%	0%	-2%
CCN(C(=O)Cn1nnc2sc3c(c2c1=O)CCC(C(C)(C)C)C3)c1cccc(C)c1 (stereo not given)	nt	-7%	9%
CC(=O)c1cccc(N(CC(=O)N2CCCC2)S(C)(=O)=O)c1	-11%	-10%	-2%
COC(=O)[C@@]12CCCN1[C@H](c1ccc(-c3ccc(Cl)c(Cl)c3)c(OC)c1)[C@H]1C(=O)N(C)C(=O)[C@H]12	nt	-17%	0%
COC(=O)CN1C(=S)N(C)C(=O)C1CC(=O)Nc1ccccc1 (stereo not given)	3%	-6%	-4%
COc1cccc(NC(=S)Nc2cccc3ccccc23)c1	28%	-15%	-10%

Retrieved one by one from above (4):
SMILES	N370S GC mod	KAT2A inh	FEN1 inh
Cc1nn(CC(=O)N2CC(=O)Nc3ccccc32)c(C)c1[N+](=O)[O-]	-1%	7%	2%
C[C@@H](NC(=O)CN1C(=O)c2ccccc2S1(=O)=O)c1ccccc1	7%	-5%	-13%
c1ccn(-c2ccc(N3CCOCC3)cc2)c1	8%	?	0%
CC(=O)Nc1ccccc1C(=O)N1CCN(Cc2ccc3c(c2)OCO3)CC1	-2%	-5%	17%
